Screening data (PubChem)
A3A deaminase: blocks human APOBEC3A ssDNA deamination | AID 493011 | hit rate 0.41% among 330,000 | recombinant A3A, FAM/TAMRA ssDNA deamination fluorescence | inhibition, % at 20 µM;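 active = at least 40% inhibition at 20 µM here, with at most 30% in a related deaminase screen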;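 also: plate controls were A3A with DMSO for no effect and wells lacking A3A enzyme for full effect; some results filed as inactive read as strong as hits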
hIAP block: blocks human intestinal alkaline phosphatase; purified IAP, CDP-Star luminescence, 30 min; inhibition, % at 10 µM; hit rate 0.12% among 330,000;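 active = inhibition reaching a set limit with compound at 10 µM in the primary screen, cut at about 35% in these data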;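 also: plate controls were DMSO wells with enzyme for no effect and no-enzyme buffer wells for full effect; values of inactives mirror those of a sister screen read the other way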
PfGluPho inh: PfG6PD (Plasmodium falciparum) enzyme inhibition; PfGluPho enzyme, NADPH resazurin-diaphorase fluorescence; inhibition, % at 20 µM; hit rate 0.78% among 350,000;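 active = inhibition reaching at least a set limit at 20 µM in the primary screen, cut at about 59% in these data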;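 also: 0% = DMSO wells with substrate and 100% = DMSO wells lacking glucose-6-phosphate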
mIAP block: blocks mouse intestinal alkaline phosphatase; AID 2806; hit rate 0.2% among 330,000; purified mouse IAP, CDP-Star luminescence, 30 min; inhibition, % at 10 µM;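 active = inhibition of at least 40% at 10 µM in the primary screen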;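 also: plate controls were DMSO with enzyme for no effect and no enzyme wells for full effect; values of inactives mirror those of a sister screen read the other way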
mIAP act: increases mouse intestinal alkaline phosphatase activity. muIAP, CDP-Star luminescence, 30 min; stronger effect = higher value; 1 = vehicle-only enzyme signal, 0 = enzyme-free wells. activation factor at 10 µM. hit rate 0.24% among 330,000. AID 2805;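 active = activation factor of at least 2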; also: the source names both 10 and 20 µM as test concentration; values of inactives mirror those of a sister screen read the other way
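Assay system: mouse IAP enzyme / Compound: DMSO-dissolved test compounds / Timing: 30 min, room temperature / Measured by: luminescence from enzymatic CDP-Star hydrolysis / Control set: DMSO-only wells, enzyme-free buffer wells as negative control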
hIAP activ: human IAP activation. P09923. purified human IAP, CDP-Star luminescence, 30 min; stronger effect = higher value; 1 = vehicle-only enzyme, 0 = enzyme-free background. activation factor at 10 µM. hit rate 0.16% among 330,000;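 active = activation factor of the enzyme at least 2-fold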; also: the source names both 10 and 20 µM as test concentration; values of inactives mirror those of a sister screen read the other way
ATG4B inh: ATG4B (human) cysteine protease inhibition; Q9Y4P1; ATG4B cleavage of LC3-PLA2, NBD-HPC fluorescence, 1 h; inhibition, % at 8.33 µM; hit rate 0.51% among 340,000; in the data active = inhibition above about 40%
HKDC1 inhibitor: HKDC1 (human) hexokinase inhibition | Q2TB90 | recombinant HKDC1, G6PDH/diaphorase resazurin coupled fluorescence | inhibition, % at 20 µM | hit rate 0.16% among 340,000 | AID 493160;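 active = inhibition above about 35% when tested at 20 µM, limit read from the data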;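 also: plate controls were DMSO wells with enzyme for no effect and DMSO wells lacking enzyme for full effect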
Target sequence (Q2TB90 whole entry, looked up): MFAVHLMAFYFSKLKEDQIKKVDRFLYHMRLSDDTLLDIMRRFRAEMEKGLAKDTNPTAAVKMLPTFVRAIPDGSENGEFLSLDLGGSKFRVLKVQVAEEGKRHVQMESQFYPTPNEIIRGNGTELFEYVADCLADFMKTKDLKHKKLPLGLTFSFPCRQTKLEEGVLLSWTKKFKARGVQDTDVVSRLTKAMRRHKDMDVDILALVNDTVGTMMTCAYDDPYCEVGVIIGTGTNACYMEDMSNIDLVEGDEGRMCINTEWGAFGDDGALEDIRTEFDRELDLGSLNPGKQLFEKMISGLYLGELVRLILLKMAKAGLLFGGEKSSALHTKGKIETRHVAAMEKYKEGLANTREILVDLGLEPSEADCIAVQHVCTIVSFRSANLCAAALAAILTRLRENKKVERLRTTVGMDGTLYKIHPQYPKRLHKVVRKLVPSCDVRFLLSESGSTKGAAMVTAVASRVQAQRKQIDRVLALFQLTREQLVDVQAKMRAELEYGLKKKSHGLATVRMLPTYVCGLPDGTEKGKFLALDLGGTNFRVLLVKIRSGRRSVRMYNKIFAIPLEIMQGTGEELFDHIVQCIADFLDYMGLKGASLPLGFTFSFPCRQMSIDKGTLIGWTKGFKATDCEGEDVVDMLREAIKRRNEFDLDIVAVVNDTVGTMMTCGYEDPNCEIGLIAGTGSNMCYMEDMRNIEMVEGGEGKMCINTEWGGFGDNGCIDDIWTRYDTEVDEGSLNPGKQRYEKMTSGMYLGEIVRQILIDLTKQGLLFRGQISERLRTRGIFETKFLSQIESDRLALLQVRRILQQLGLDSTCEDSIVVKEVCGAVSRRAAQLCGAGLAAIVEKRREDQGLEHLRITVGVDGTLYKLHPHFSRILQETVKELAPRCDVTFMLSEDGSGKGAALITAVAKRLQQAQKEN
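Material: recombinant HKDC1 hexokinase; Amount: HKDC1 at 5 µg/mL; Medium: Tris pH 8.0 buffer with MgCl2, Tween-20, BSA, BME; Schedule: 90 min reaction incubation at room temperature, dark; Technique: coupled resazurin fluorescence, excitation 525 nm, emission 613 nm.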
Numbers without * were called inactive; x = not tested or not shown. The list is partial. The share of hits here may be higher or lower than overall.

1) CCOC(=O)CC1=C(C(=O)OCC)C2(C(=O)N1CC(=O)OC)C(C#N)=C(N)Oc1ccccc12 (centres undefined)
2) CCCC(C)C1(CC)C(=O)NC(=O)N=C1N (centres undefined)
3) CCCS(=O)(=O)N1CCCC(C(=O)N2CCC3(CC2)OCCO3)C1 (centres undefined)
4) Cc1sc2ccccc2c1CC1=NCCN1
5) CC(=NCCN1CCCCC1)c1c(O)[nH]c(=O)[nH]c1=O
6) COC(=O)C1=C(c2ccc(Cl)c(C(F)(F)F)c2)C[C@@H]2CC[C@H]1N2C(=O)NCc1ccc2c(c1)OCO2

Assay by compound | 1 | 2 | 3 | 4 | 5 | 6
mIAP block | 1.9 | -0.4 | -9.0 | 0.0 | 1.8 | 1.7
ATG4B inh | -3.0 | -6.2 | -3.5 | 6.4 | 4.6 | 4.5
HKDC1 inhibitor | -8.1 | -1.3 | -10.5 | -2.7 | -7.8 | 1.8
hIAP activ | 0.9 | 0.869 | 1.16 | 0.984 | 0.997 | 1.37
mIAP act | 0.981 | 1 | 1.09 | 1 | 0.982 | 0.983
A3A deaminase | 0.2 | -3.6 | 3.9 | 2.7 | 1.6 | -3.7
hIAP block | 10.0 | 13.1 | -15.8 | 1.6 | 0.3 | -36.7
PfGluPho inh | -2.9 | -4.5 | -17.7 | -10.8 | 8.7 | 12.4

An excerpt of these results, field by field.
6. COC(=O)C1=C(c2ccc(Cl)c(C(F)(F)F)c2)C[C@@H]2CC[C@H]1N2C(=O)NCc1ccc2c(c1)OCO2
  mIAP block = 1.7	ATG4B inh = 4.5	HKDC1 inhibitor = 1.8	hIAP activ = 1.37	mIAP act = 0.983	A3A deaminase = -3.7	hIAP block = -36.7	PfGluPho inh = 12.4
4. Cc1sc2ccccc2c1CC1=NCCN1
  mIAP block = 0.0	ATG4B inh = 6.4	HKDC1 inhibitor = -2.7	hIAP activ = 0.984	mIAP act = 1	A3A deaminase = 2.7	hIAP block = 1.6	PfGluPho inh = -10.8
2. CCCC(C)C1(CC)C(=O)NC(=O)N=C1N (centres undefined)
  mIAP block = -0.4	ATG4B inh = -6.2	HKDC1 inhibitor = -1.3	hIAP activ = 0.869	mIAP act = 1	A3A deaminase = -3.6	hIAP block = 13.1	PfGluPho inh = -4.5
3. CCCS(=O)(=O)N1CCCC(C(=O)N2CCC3(CC2)OCCO3)C1 (centres undefined)
  mIAP block = -9.0	ATG4B inh = -3.5	HKDC1 inhibitor = -10.5	hIAP activ = 1.16	mIAP act = 1.09	A3A deaminase = 3.9	hIAP block = -15.8	PfGluPho inh = -17.7

(listing goes on)
7) CC12CCCCC1N(O)CN2O (centres undefined)
8) N[C@@H](Cc1c[nH]c2ccccc12)c1nnc(SCc2ccccc2F)o1
9) CCc1ccccc1NC(=O)CNCc1ccccc1
10) Cc1ccc(-c2nc3ccccc3c(=O)n2-c2ccccn2)cc1
11) O=C1NC(=O)C(CCc2ccncc2)(Cc2ccc3c(c2)OCO3)C(=O)N1CCc1ccccc1 (centres undefined)
12) CC[C@H](C)/C=C(C)/C=C/C1=CC2=C(Cl)C(=O)[C@](C)(OC(C)=O)C(=O)C2=CO1

Assay by compound | 7 | 8 | 9 | 10 | 11 | 12
mIAP block | -4.1 | 11.7 | -0.4 | 7.1 | -8.5 | 23.8
ATG4B inh | 2.4 | -0.1 | 1.2 | -6.2 | -10.6 | 55.1*
HKDC1 inhibitor | -1.4 | -5.2 | -3.3 | 5.7 | 2.8 | 58.9*
hIAP activ | 0.948 | 0.931 | 1.06 | 0.836 | 1.19 | 0.724
mIAP act | 1.04 | 0.883 | 1 | 0.929 | 1.08 | 0.762
A3A deaminase | -4.4 | -2.5 | -0.3 | 1.9 | 3.8 | 6.7
hIAP block | 5.2 | 6.9 | -5.7 | 16.4 | -18.7 | 27.6
PfGluPho inh | 4.1 | 18.7 | -0.5 | 9.4 | -4.6 | 17.8

Two of these compounds, reformatted:
entry	compound	mIAP block	ATG4B inh	HKDC1 inhibitor	hIAP activ	mIAP act	A3A deaminase	hIAP block	PfGluPho inh
8	N[C@@H](Cc1c[nH]c2ccccc12)c1nnc(SCc2ccccc2F)o1	11.7	-0.1	-5.2	0.931	0.883	-2.5	6.9	18.7
9	CCc1ccccc1NC(=O)CNCc1ccccc1	-0.4	1.2	-3.3	1.06	1	-0.3	-5.7	-0.5

Following part
13) C=CCn1c(O)c(C(CC)=NC(C)c2ccccc2)c(=O)[nH]c1=O (centres undefined)
14) C[C@]12CC(=O)CC1CCC1C2CC[C@@]2(C)C1CC[C@@H]2O (some centres undefined)
15) CNC(C(=O)c1ccccc1)C(OC)c1ccccc1 (centres undefined)
16) O=C1CN(O)C(c2ccccc2)=c2cc(Cl)ccc2=N1
17) COCCN1C(=O)/C(=C/c2c(OC)cc(OC)cc2OC)C(=O)N(c2ccccc2)C1=O
18) C#CC1(OC(=O)c2ccccc2)CC(C)N(C)CC1C (centres undefined)

Assay by compound | 13 | 14 | 15 | 16 | 17 | 18
mIAP block | 17.6 | 1.5 | 4.7 | -8.4 | 0.0 | 9.4
ATG4B inh | 2.8 | -6.4 | 6.8 | 0.0 | 1.9 | 7.6
HKDC1 inhibitor | -3.6 | -10.4 | -6.2 | -6.3 | -15.4 | -3.1
hIAP activ | 0.846 | 1.21 | 1.03 | 0.894 | 1.03 | 1.09
mIAP act | 0.824 | 0.985 | 0.953 | 1.08 | 1 | 0.906
A3A deaminase | 0.1 | -4.0 | 1.3 | 2.5 | 4.6 | -5.4
hIAP block | 15.4 | -20.7 | -2.8 | 10.6 | -3.2 | -8.7
PfGluPho inh | -3.6 | -7.0 | -2.0 | -6.8 | 6.5 | 9.7

19) N[C@@H]1C[C@H]1c1ccccc1
20) Cc1c(C(=O)Nc2ccccc2)cc(-c2ccccc2)n1CCCN1CCOCC1
21) CCCCSC1=NN1c1nc(N)nc(C)c1CC
22) COCCCNC(=O)c1c(NC(=O)c2ccccc2Cl)n(Cc2ccccc2)c2nc3ccccc3nc12
23) CCCCn1c(O)c(C=NCCCn2ccnc2)c(=O)[nH]c1=O
24) COC(=O)C1=C(c2cccc(OCc3ccccc3)c2)C[C@@H]2CC[C@H]1N2C(=O)NCc1ccccc1C(F)(F)F

Assay by compound | 19 | 20 | 21 | 22 | 23 | 24
mIAP block | -5.2 | -9.8 | 0.8 | -14.2 | -1.5 | -21.7
ATG4B inh | 5.7 | -11.7 | -6.0 | -7.8 | -6.7 | 20.2
HKDC1 inhibitor | 0.1 | -2.9 | 0.4 | 3.0 | -8.8 | 2.6
hIAP activ | 0.997 | 0.941 | 1.18 | 1.35 | 1.09 | 0.91
mIAP act | 1.05 | 1.1 | 0.992 | 1.14 | 1.01 | 1.22
A3A deaminase | -1.1 | 3.3 | -0.2 | 1.1 | 1.9 | -0.9
hIAP block | 0.3 | 5.9 | -17.6 | -35.5 | -8.9 | 9.0
PfGluPho inh | -3.2 | 7.8 | -6.2 | -12.8 | -11.0 | -1.7

The final 2 records of the part before come first, to join the parts.
23) CCCCn1c(O)c(C=NCCCn2ccnc2)c(=O)[nH]c1=O
24) COC(=O)C1=C(c2cccc(OCc3ccccc3)c2)C[C@@H]2CC[C@H]1N2C(=O)NCc1ccccc1C(F)(F)F
25) CCOC(=O)c1ccc(N2C(=O)CC(N3CC=C(c4ccc(F)cc4)CC3)C2=O)cc1 (centres undefined)
26) CC(C)(C)n1cc(C(=O)c2ccc3ccccc3c2O)cn1
27) O=S(=O)(c1ccc(F)cc1)N1CN2CCN(C2)C1
28) CCCC(=O)c1c(O)[nH]c(=O)[nH]c1=O
29) c1ccc(C2NCc3ccccc3-n3cccc32)cc1 (centres undefined)
30) NC(=O)CSc1nnc([C@@H](N)Cc2c[nH]c3ccccc23)o1
31) C[C@]12CCC(=O)C[C@H]1CC[C@@H]1[C@@H]2CC[C@]2(C)[C@@H](O)CC[C@@H]12

Assay by compound | 23 | 24 | 25 | 26 | 27 | 28 | 29 | 30 | 31
mIAP block | -1.5 | -21.7 | 2.4 | 10.1 | -0.4 | -4.5 | 7.5 | 6.6 | 12.1
ATG4B inh | -6.7 | 20.2 | -13.4 | -1.9 | 6.8 | -4.8 | 0.7 | 0.7 | x
HKDC1 inhibitor | -8.8 | 2.6 | 1.6 | 8.3 | -7.2 | -7.6 | -3.3 | -7.7 | x
hIAP activ | 1.09 | 0.91 | 1.06 | 1.06 | 0.962 | 0.897 | 1 | 0.816 | 0.97
mIAP act | 1.01 | 1.22 | 0.976 | 0.899 | 1 | 1.04 | 0.925 | 0.934 | 0.879
A3A deaminase | 1.9 | -0.9 | -0.8 | -0.2 | 5.4 | 5.7 | -3.6 | 1.7 | 5.0
hIAP block | -8.9 | 9.0 | -6.5 | -6.2 | 3.8 | 10.3 | -0.3 | 18.4 | 3.0
PfGluPho inh | -11.0 | -1.7 | 16.1 | 7.9 | -10.7 | -9.2 | 5.3 | -2.4 | x
